E-selectin induc = induces E-selectin expression in human endothelial cells. HUVEC E-selectin immunofluorescence imaging; normalized: neutral wells 0, TNF-alpha wells 100. P16581. AID 686992. activation, % at 7.58 µM. 0.37% of 260,000 active;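 active = mean E-selectin-positive cell signal at least 10% of the positive control, reached in at least 60% of replicates, without over 20% cell loss; inconclusive = no rule given, readout overlaps actives, possibly toxicity-flagged; inactive = the rest, including those meeting only one limit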;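 note: in these data hits start at about 27%; measured in HUVEC primary endothelial cells; signal is the percent of cells scored E-selectin positive by PE staining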
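assay system = HUVEC, human umbilical vein endothelial cells | input = 3,000 HUVEC seeded per well | medium = EGM-2 growth medium on 0.1% gelatin-coated wells | dosing = one compound dose added by pin transfer | signal = immunofluorescence imaging | read-out basis = % PE-positive cells | control set = TNF-alpha, DMSO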
Xi reactivation = reactivates the inactive X chromosome in mouse fibroblasts; XiGFP mouse fibroblasts, % GFP-positive cells imaging, 3 d; cells co-treated with 5-aza-dC sensitizer; scaled so ellipticine positive control = 100%; activation, % at 7.58 µM; 0.055% of 360,000 active;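 active = mean normalized replicate activation at least 10% and every replicate at or above 10%; inconclusive = only one of the two criteria met; inactive = mean below 10% and not all replicates reach 10%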;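 note: 0% = median of on-plate neutral control wells and 100% = ellipticine 6 µM median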
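System: 68-5-11 XiGFP fibroblast line | Buffer or medium: DMEM containing 5-aza-dC | Compound: Single point | Times: Compounds 3 days, fix/stain 15 min at room temperature | Benchmarks: Positive control ellipticine, 6 µM final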
ERAP1 inh = inhibitors of human ERAP1 aminopeptidase; Q9NZ08; 0.15% of 340,000 active; recombinant ERAP1, Leu-AMC fluorescence, 60 min; inhibition, % at 10.7 µM;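 active = mean replicate inhibition of at least 30%, or all replicates individually reaching that 30% level; inactive = mean below 30% and not every replicate reaching it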;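 note: 0% = neutral control wells and 100% = L-leucinethiol positive control wells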
Target sequence (Q9NZ08 whole entry, looked up): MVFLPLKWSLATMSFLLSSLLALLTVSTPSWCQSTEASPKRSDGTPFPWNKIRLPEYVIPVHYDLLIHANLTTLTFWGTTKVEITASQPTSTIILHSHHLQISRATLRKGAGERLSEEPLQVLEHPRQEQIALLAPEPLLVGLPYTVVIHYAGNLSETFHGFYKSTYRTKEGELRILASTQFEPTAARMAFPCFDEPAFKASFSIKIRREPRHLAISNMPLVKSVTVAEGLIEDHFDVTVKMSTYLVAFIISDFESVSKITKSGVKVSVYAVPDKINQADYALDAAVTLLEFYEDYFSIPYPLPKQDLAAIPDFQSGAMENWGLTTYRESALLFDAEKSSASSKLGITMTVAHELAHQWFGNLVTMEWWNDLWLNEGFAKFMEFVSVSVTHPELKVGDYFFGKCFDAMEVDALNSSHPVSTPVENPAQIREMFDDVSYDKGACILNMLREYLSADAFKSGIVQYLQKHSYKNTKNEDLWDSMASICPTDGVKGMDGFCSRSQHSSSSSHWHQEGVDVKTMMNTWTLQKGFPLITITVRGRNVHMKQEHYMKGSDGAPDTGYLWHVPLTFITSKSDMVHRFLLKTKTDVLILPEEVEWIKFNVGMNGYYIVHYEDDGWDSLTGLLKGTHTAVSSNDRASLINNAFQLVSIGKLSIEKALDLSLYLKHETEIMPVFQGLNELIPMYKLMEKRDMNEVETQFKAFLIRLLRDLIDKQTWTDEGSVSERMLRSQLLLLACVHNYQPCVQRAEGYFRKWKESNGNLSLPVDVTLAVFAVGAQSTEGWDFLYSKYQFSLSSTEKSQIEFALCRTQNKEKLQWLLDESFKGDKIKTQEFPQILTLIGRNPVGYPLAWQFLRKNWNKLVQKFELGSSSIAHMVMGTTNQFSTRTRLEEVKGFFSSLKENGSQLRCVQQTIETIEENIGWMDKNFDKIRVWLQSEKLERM
RAD52 inh = RAD52 (human) annealing inhibition | 0.46% of 360,000 active | P43351 | recombinant RAD52 DNA annealing, FRET fluorescence | AID 651710 | inhibition, % at 18.7 µM;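 active = every replicate showing at least 50% inhibition; inconclusive = mean inhibition at least 50% but not in every replicate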
S100A4 inh HTS = S100A4-myosin IIA interaction inhibition; S100A4/TAMRA-MyoIIA peptide fluorescence polarization; inhibition, % at 10.7 µM; P26447; 0.14% of 360,000 active;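 active = mean inhibition of at least 70% across replicates, with every replicate also reaching that level; inconclusive = mean inhibition reaches 70% but some replicates fall short; inactive = mean inhibition below 70%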
Target sequence (P26447 whole entry, looked up): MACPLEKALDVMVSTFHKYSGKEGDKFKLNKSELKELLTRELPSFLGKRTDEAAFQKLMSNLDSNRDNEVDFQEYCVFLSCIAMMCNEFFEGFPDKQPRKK
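Compound dosing: one dose per compound; test system: human S100A4 monomer with TAMRA-labelled myosin IIA peptide; probe or stimulus: TAMRA-labelled myosin IIA heavy-chain peptide probe, 5 nM; medium: HEPES buffer with Ca2+, pH 7.2; schedule: 5 min incubation before reading; benchmarks: neutral control DMSO, positive control TFP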
RAD54 inh = blocks human RAD54 Holliday junction branch migration. Q92698. FAM/BHQ fluorescence. inhibition, % at 10.4 µM. 0.14% of 360,000 active;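 active = mean normalized replicate activity at least 40 and at least half of replicates scoring 40 or more; inconclusive = only one of the two criteria met; inactive = mean below 40 and under half of replicates reaching 40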;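 note: 0% = median of neutral control wells and 100% = median of positive control wells; inhibitors cause a drop in the FAM fluorescence signal; in these data hits start at about 50%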
ERp5 block = ERp5 (human) disulfide isomerase inhibition; Q15084; ERp5 insulin aggregation, absorbance 650 nm, 90 min; inhibition, % at 9.99 µM; 0.05% of 350,000 active; AID 651711;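 active = mean replicate inhibition above about 25%, with every replicate also reaching it, limit read from the data, passing the limit was not always enough; inconclusive = only one of those two criteria met; inactive = neither criterion met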
esBAF inh = SWI/SNF esBAF complex inhibition; mouse ES cells, Bmi1-luciferase knock-in reporter, 24 h; 100% = twice the neutral-well signal; reporter increase, % at 12.5 µM; 2% of 350,000 active; in the data active = activation above about 40%; inconclusive = no clear call, values can overlap the other calls;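 note: 0% = median of the plate's neutral control wells and 100% = double that signal; a rise in the Bmi1 reporter signal indicates esBAF inhibition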
* = called active by the depositor; ? = inconclusive; . = not tested or not shown; & = joins results of further samples.

SMILES | E-selectin induc | Xi reactivation | ERAP1 inh | RAD52 inh | S100A4 inh HTS | RAD54 inh | ERp5 block | esBAF inh
Cc1ccccc1NC(=O)Cc1nc(COC(=O)c2ccc(Cl)c(S(N)(=O)=O)c2)cs1 | . | 0.0 | -3.2 | -20.2 | -1.0 | 5.9 | 4.3 | -4.3
CC1CN(c2nc(N(C)c3ccccc3)nc(N)c2[N+](=O)[O-])CC(C)O1 (configuration not stated) | -0.1 | 0.2 | 2.7 | 2.4 | -32.1 | . | 3.1 | .
Cc1ccc(CN2C(=O)CCC2(C)c2nnnn2-c2c(C)cccc2C)cc1 (configuration not stated) | 0.1 | 0.4 | -7.2 | 1.2 | -8.7 | . | -6.5 | .
COc1ccccc1C(=O)NCCCCNC(=O)c1ccccc1OC | -0.3 | 0.0 | . | -14.2 | 1.0 | . | 5.1 | .
Nc1ccc(Oc2cccc(Oc3ccc(N)cc3)c2)cc1 | -5.0 | 0.2 | 11.2 | -0.1 | -7.4 | . | -2.7 | .
O=C(CN1CCN(Cc2ccccc2)CC1)NC(=O)NC1CCCCC1 | . | . | 12.1 | -6.5 | -2.3 | -8.4 | 6.0 | 1.7
COCc1[nH][nH]c(=O)c1C=NCC(=O)OC | . | 0.0 | 4.0 | -10.5 | 4.1 | 1.6 | 0.8 | -0.6
Cc1cc(N(C)C(=O)c2ccc3c(c2)S(=O)(=O)c2cc(Cl)ccc2C3=O)c(C(F)(F)F)o1 | 0.1 | 0.2 | . | -0.2 | -0.5 | 4.3 | 1.9 | -6.9
COc1ccc(NC(=O)O/N=C/c2ccncc2)cc1 | 0.3 | -0.9 | 2.5 | 0.4 | 7.7 | . | -2.7 | .
CO[C@H]1CN(C)C(=O)c2ccc(NC(=O)NC(C)C)cc2OC[C@@H](C)N(C(=O)CN(C)C)C[C@H]1C | -0.1 | 0.3 | -4.1 | -3.4 | -7.4 | 6.6 | -0.4 | -2.1
CCCS(=O)(=O)NC(=O)C1(C)CCCN(C(=O)c2c(F)cccc2F)C1 (configuration not stated) | 0.3 | 0.0 | -2.7 | -14.3 | 4.3 | 4.5 | -3.3 | 2.4
CCOC(=O)C1CCN(C(=O)CN(c2cc(Cl)ccc2OC)S(=O)(=O)c2ccccc2)CC1 | -0.5 | 0.0 | 1.1 | -6.1 | -2.0 | 3.7 | 0.1 | 4.5
CCCNS(=O)(=O)c1cccc2cccnc12 | . | -0.1 | . | 6.5 | 1.2 | 1.8 | 2.5 | 7.4
CCc1nc2c(OCc3ccc(C(=O)OC)cc3)cccn2c1N(C)C(=O)CC(C)C | 0.0 | 0.0 | -3.0 | -36.0 | -6.1 | -5.1 | -3.0 | -5.4
O=S(=O)(Nc1ccccc1Cl)c1cccc2nsnc12 | . | 0.0 | 3.5 | -8.2 | -5.7 | 4.2 | 6.5 | -4.5
COc1ccc(/C=N/NC(=O)c2cc(-c3cccnc3)nc3ccccc23)c(OC)c1 | 0.2 | 0.0 | -6.3 | -9.1 | -0.1 | . | 0.2 | .
CCC(C)N1CC(O)=C(c2nc3ccccc3[nH]2)C1=N (configuration not stated) | . | . | -2.9 | -6.2 | -10.5 | 18.9 | -10.6 | ?
C[C@@H]1CN([C@@H](C)CO)C(=O)c2cccc(NS(=O)(=O)c3ccccc3)c2O[C@H]1CN(C)Cc1ccc(Oc2ccccc2)cc1 | -0.1 | 0.0 | -2.2 | -14.8 | 1.7 | -4.4 | 0.1 | 1.9
C[C@@H]1CCCCO[C@H](CN(C)S(=O)(=O)c2ccc(F)cc2)[C@H](C)CN([C@@H](C)CO)C(=O)c2cc(NC(=O)CCC(F)(F)F)ccc2O1 | . | 0.1 | -1.4 | -10.4 | 1.3 | 0.4 | 0.1 | -0.3
Cc1noc(C)c1S(=O)(=O)N(C)C[C@@H]1Oc2ccc(NS(=O)(=O)c3ccccc3)cc2C(=O)N([C@H](C)CO)C[C@@H]1C | -0.2 | -0.4 | 1.7 | -5.2 | 2.9 | 0.5 | 11.4 | -0.4
CCCC#Cc1ccc2c(c1)O[C@@H](CN(C)C(=O)NC(C)C)[C@H](C)CN([C@@H](C)CO)S2(=O)=O | 0.0 | -0.4 | 0.0 | -4.1 | 10.2 | 1.2 | -9.2 | 3.3
COc1ccc(-c2ccc([C@H]3[C@@H](CO)N4CCCCN(CC5CCOCC5)C[C@@H]34)cc2)cc1 | 0.1 | 0.3 | -0.8 | 19.7 | -5.9 | 4.7 | -0.2 | 3.8
Cn1cc(SCC(=O)NC2CCCC2)c2ccccc21 | -1.2 | 0.3 | 1.0 | -17.4 | 87.3* | -10.7 | -5.2 | -5.3
C[C@@H]1CN([C@H](C)CO)C(=O)c2cc(C3=CCCCC3)cnc2O[C@H]1CN(C)Cc1ccncc1 | -0.1 | 0.7 | 2.4 | 15.5 | 4.3 | -13.4 | -4.1 | 4.4
CCCn1c(SCC(=O)N2CCc3ccccc3C2)nc(O)cc1=O | -0.5 | 0.0 | -2.3 | -37.5 | -3.8 | -6.7 | -8.6 | -5.5
Cc1noc(C)c1NC(=O)NCC[C@H]1CC[C@H](NC(=O)c2ccccc2)[C@@H](CO)O1 | -0.6 | 0.0 | 0.2 | -4.6 | -26.6 | -7.5 | -1.8 | -1.2
C[C@@H]1CN([C@H](C)CO)C(=O)CCCn2cc(nn2)CO[C@H]1CN(C)C(=O)Nc1cccc(F)c1 | -0.1&1.8 | 0.2&0.0 | -5.3&-2.4 | -5.9&6.9 | -2.2&0.0 | 0.8&4.8 | -0.2&-0.3 | -3.5&2.5&-3.1
COc1cc(NCCC(=O)c2cccs2)c(OC)cc1Cl | 5.4 | -0.1 | -2.3 | -17.8 | -0.2 | . | 1.5 | .
Cc1noc(C)c1S(=O)(=O)N(C)C[C@H]1OCCCC[C@@H](C)Oc2ccc(NS(=O)(=O)c3ccccc3)cc2C(=O)N([C@@H](C)CO)C[C@H]1C | . | 0.3 | -2.4 | -12.0 | -10.6 | -9.7 | -0.2 | -0.7
O=C(NCC1CCCCC1)[C@@H]1[C@@H](CO)[C@@H]2Cn3c(ccc(-c4cccnc4)c3=O)[C@H]1N2 | 0.1 | 0.3 | -0.8 | -9.8 | -1.3 | . | -5.1 | .
Cc1cc(NC(=O)CCN2CCN(C)CC2)ccc1Br | 1.3 | 1.0 | 0.2 | 2.3 | -1.2 | -5.4 | 3.4 | -10.3
COc1ccc(Cl)cc1NC(=O)CCN1C(=O)C2CC=CCC2C1=O (configuration not stated) | 0.8 | 0.0 | 4.7 | -5.0 | -2.2 | 12.7 | 5.0 | .
N#Cc1ccc(-c2ccc([C@@H]3[C@H]4CNC[C@@H]3N4Cc3cc(F)ccc3F)cc2)cc1 | 0.0 | 0.0 | 3.1 | 69.0* | 3.0 | . | 5.2 | .
O=C(/C=C/c1ccco1)N1CCC(Cc2ccccc2)CC1 | . | 0.0 | -0.7 | -49.7 | -4.8 | -10.4 | 3.7 | 10.4
Cc1cc(C)c(S(=O)(=O)NCC(c2ccco2)N2CCc3ccccc3C2)c(C)c1 (configuration not stated) | -1.3 | 0.0 | -0.8 | -43.1 | -3.5 | -2.6 | -2.0 | .
Cc1ccc(/C=N/NC(=O)c2c(C)nc3ccc(Br)cn23)cc1 | 1.4 | 0.2 | 1.4 | -2.9 | -5.6 | 2.8 | -2.8 | -33.4

Ordered by SMILES length (falling): some entries from above.
SMILES | E-selectin induc | Xi reactivation | ERAP1 inh | RAD52 inh | S100A4 inh HTS | RAD54 inh | ERp5 block | esBAF inh
O=C(NCC1CCCCC1)[C@@H]1[C@@H](CO)[C@@H]2Cn3c(ccc(-c4cccnc4)c3=O)[C@H]1N2 | 0.1 | 0.3 | -0.8 | -9.8 | -1.3 | . | -5.1 | .
N#Cc1ccc(-c2ccc([C@@H]3[C@H]4CNC[C@@H]3N4Cc3cc(F)ccc3F)cc2)cc1 | 0.0 | 0.0 | 3.1 | 69.0* | 3.0 | . | 5.2 | .
CCCn1c(SCC(=O)N2CCc3ccccc3C2)nc(O)cc1=O | -0.5 | 0.0 | -2.3 | -37.5 | -3.8 | -6.7 | -8.6 | -5.5

Later entries:
SMILES | E-selectin induc | Xi reactivation | ERAP1 inh | RAD52 inh | S100A4 inh HTS | RAD54 inh | ERp5 block | esBAF inh
Cc1c(C(C)NC(=O)c2ccc3nc(Cc4ccccc4F)oc3c2)cnn1C (configuration not stated) | . | 0.0 | -1.3 | -3.1 | -0.9 | -7.0 | 2.7 | 23.0
COc1ccc(NC(=O)Nc2ccc3c(c2)C(=O)N([C@@H](C)CO)C[C@@H](C)[C@@H](CN(C)Cc2ccc(Cl)c(Cl)c2)O3)cc1 | -2.2 | -1.3 | 2.4 | 13.1 | 12.1 | -10.6 | 9.5 | 1.6
C#CCN1C(=O)S/C(=C\c2cc3c(cc2OC)OCO3)C1=O | 0.9 | 0.3 | -2.4 | -128.6 | 1.4 | 5.8 | 2.2 | 5.5
CCSc1nc2ccccc2c(=O)n1Cc1ccc(F)cc1 | 0.2 | -0.1 | 2.1 | -0.7 | 17.7 | . | -0.7 | .
O=C(CN1CCN(S(=O)(=O)c2ccc(F)cc2)CC1)NC1CCCC1 | -1.1 | 0.0 | -0.9 | -9.6 | -0.7 | -10.8 | 6.3 | -3.1
CCOc1ccc(NC(=O)CN(C)C(=O)c2ccc(C3SCCS3)cc2)cc1OCC | . | -0.1 | -1.6 | -5.4 | -1.6 | 7.0 | 1.5 | -6.6
COc1ccc(C(=O)NCC(=O)N/N=C(\C)c2ccco2)cc1OC | -0.1 | 0.0 | 1.6 | -1.2 | -0.9 | . | 1.9 | .
Cc1noc(C)c1NC(=O)Nc1ccc2c(c1)C(=O)N([C@H](C)CO)C[C@@H](C)[C@H](CN(C)C(=O)Nc1cccc3ccccc13)OCCCC[C@@H](C)O2 | -0.2 | 0.3 | . | . | . | 7.6 | . | 2.4
CS(=O)(=O)Nc1cccc(-c2cn3ccccc3n2)c1 | 1.9 | 0.1 | 3.1 | -3.6 | -2.1 | . | -1.0 | .
O=C1CSC(=S)N1c1ccc(F)c(Cl)c1 | 0.0 | -0.1 | 3.6 | -1.6 | -19.2 | 0.9 | 3.6 | -1.6
CC(=O)NCc1ccc(C(=O)O)cc1 | -0.2 | 0.4 | . | -2.2 | 3.8 | -4.2 | -1.2 | -2.8
C[C@@H]1CN([C@H](C)CO)C(=O)c2cc(NC(=O)Nc3cccc4ccccc34)ccc2O[C@@H](C)CCCCO[C@H]1CN(C)Cc1ccccc1 | . | 0.0 | -0.4 | -17.0 | -4.3 | 15.7 | -2.3 | 0.8
C[C@@H](NC(=O)C[C@H]1C=C[C@@H](NC(=O)C2CCOCC2)[C@@H](CO)O1)c1ccccc1 | -0.2 | 0.0 | 2.4 | -9.2 | 0.5 | 0.2 | 1.1 | -2.0
C[C@@H]1CN([C@@H](C)CO)S(=O)(=O)c2ccc(-c3cncnc3)cc2O[C@@H]1CN(C)C(=O)Cc1cccnc1 | -0.1 | -0.8 | -4.5 | 16.0 | -17.3 | -7.0 | 2.5 | -1.5

High-throughput results (PubChem BioAssay)
